Screening results as filed in PubChem.
MEX-5 binding – C. elegans MEX-5 TCR-2 RNA binding activity. Q9XUB2. MEX-5/FITC-TCR2 RNA binding, fluorescence polarization; stronger effect = lower value. activity score (negative = inhibition of binding), % at 10 µM. 300,000 compounds, 0.38% hits;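 active = inhibition past about -25% in most replicates, and total fluorescence under double the plate's negative control median, limit read from the data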;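 note: 0% = DMSO and -100% = 5 µM competing unlabeled TCR2 RNA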
VLA-4 inh – inhibition in a human VLA-4 binding assay; P13612; VLA-4 expressing cells, ligand binding flow cytometry; inhibition, % (about 7 µM as worked out from the volumes in the protocol); 330,000 compounds, 0.2% hits; in the data active = inhibition above about 50%
Efflux pump inh – blocks antifungal efflux pumps in multiplex yeast assay | S. cerevisiae Candida pump triplex, Nile Red efflux | inhibition, % at 10 µM | 330,000 compounds, 0.44% hits;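 active = plate passing quality check with inhibition over a set limit, or well fluorescence over plate mean plus 4 SD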;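 note: Nile Red retained in pooled yeast measured as flow cytometry median fluorescence; 0% = buffer negative control and 100% = Enniatin B positive control; higher means more Nile Red kept so more efflux inhibition; some compounds called inactive have numbers as strong as hits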
MCL1 BIM primary – inhibitors of human MCL1 binding to BIM-BH3 peptide. 320,000 compounds, 0.68% hits. Q07820. inhibition, % at 10.9 µM. GST-MCL1 / FITC-Bim-BH3 fluorescence polarization;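 active = inhibition above the mean inhibition of all tested compounds plus 3 SD, set per campaign, cut at about 40% in these data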;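 note: 0% = DMSO wells and 100% = unlabeled Bim-BH3 peptide control; higher means more loss of mP so more displacement of Bim peptide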
Fam108B inh – blocks mouse Fam108B hydrolase in RBBP9 counter-screen; recombinant Fam108B, FP-Rh probe fluorescence polarization; inhibition, % at 9.51 µM; 300,000 compounds, 0.33% hits;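 active = inhibition above the screen mean inhibition plus 3 SD, computed separately per campaign, cut at about 18% in these data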;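 note: inhibitors lower polarization as less probe binds the enzyme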
GRK2 aptamer HTS – blocks RNA aptamer binding to human GRK2. bead flow cytometry, FAM-aptamer displacement from GRK2. inhibition of aptamer binding, % at 10 µM. 330,000 compounds, 0.59% hits. AID 488847;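 active = inhibition of aptamer binding above 40%, roughly 3 SD of noise, on plates passing a quality check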;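 note: median bead fluorescence of bound FAM aptamer so fluorescent compounds give negative values; no value below 0 was filed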
Target sequence (P25098 whole entry, looked up): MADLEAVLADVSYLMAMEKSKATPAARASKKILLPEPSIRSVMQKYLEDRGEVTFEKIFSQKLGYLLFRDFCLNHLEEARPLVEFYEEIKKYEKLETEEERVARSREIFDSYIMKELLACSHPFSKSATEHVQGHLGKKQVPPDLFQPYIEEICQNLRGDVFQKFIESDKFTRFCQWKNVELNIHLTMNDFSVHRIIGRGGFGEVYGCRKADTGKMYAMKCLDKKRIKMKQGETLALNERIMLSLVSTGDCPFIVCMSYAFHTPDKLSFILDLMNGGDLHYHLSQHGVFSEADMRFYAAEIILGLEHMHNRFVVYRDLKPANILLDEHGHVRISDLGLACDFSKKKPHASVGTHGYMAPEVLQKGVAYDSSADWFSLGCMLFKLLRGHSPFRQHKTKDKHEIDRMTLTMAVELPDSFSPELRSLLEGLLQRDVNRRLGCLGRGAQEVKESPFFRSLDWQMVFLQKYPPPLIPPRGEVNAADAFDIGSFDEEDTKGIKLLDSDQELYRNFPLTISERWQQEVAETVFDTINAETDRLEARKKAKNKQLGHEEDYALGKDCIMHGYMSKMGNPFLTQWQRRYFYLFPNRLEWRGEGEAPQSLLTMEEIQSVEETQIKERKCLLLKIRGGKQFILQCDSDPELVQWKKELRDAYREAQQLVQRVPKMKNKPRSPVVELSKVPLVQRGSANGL
Bcl-xL primary – Bcl-xL (human) inhibition; 320,000 compounds, 0.7% hits; Q07817; inhibition, % at 10.9 µM; GST-Bcl-xL / FITC-Bim BH3 peptide fluorescence polarization;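 active = inhibition above the mean of all tested compounds plus 3 SD, cutoff set per campaign, cut at about 30% in these data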;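 note: 0% = DMSO wells and 100% = unlabeled Bim-BH3 peptide competitor; inhibitors lower millipolarization by displacing the labeled peptide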
Target sequence (Q07817 whole entry, looked up): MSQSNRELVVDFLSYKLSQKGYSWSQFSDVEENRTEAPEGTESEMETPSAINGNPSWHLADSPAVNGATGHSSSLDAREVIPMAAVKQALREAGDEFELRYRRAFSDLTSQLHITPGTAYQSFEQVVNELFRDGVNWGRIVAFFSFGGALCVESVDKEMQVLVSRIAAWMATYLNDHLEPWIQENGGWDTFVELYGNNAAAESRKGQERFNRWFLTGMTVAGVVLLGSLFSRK
PME-1 inh – PME-1 (human) inhibition. Q9Y570. recombinant PME-1, FP-Rh probe fluorescence polarization. inhibition, % at 5.9 µM. 320,000 compounds, 0.53% hits. AID 2130;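 active = inhibition above the campaign mean of all compounds plus 3 SD, cut at about 26% in these data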;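 note: competitive labeling of PME-1 active site by serine hydrolase directed probe; 0% = PME-1 with DMSO and 100% = wells lacking PME-1 enzyme; inhibitors block probe labeling so polarization falls and inhibition rises; many of its hits are not listed in these tables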
GLD-1 RNA inh – GLD-1-TGE RNA interaction inhibition (C. elegans); Q17339; purified GLD-1 + fluorescein TGE RNA, fluorescence polarization; inhibition, % at 5.96 µM; 320,000 compounds, 0.44% hits; AID 2280;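 active = percent inhibition above a per-plate cutoff, the plate mean of test compounds plus 3 SD, cut at about 30% in these data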;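 note: 0% = DMSO wells with GLD-1 and probe and 100% = wells lacking GLD-1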
The depositor's hits bear a star; . = no result given. Not all compounds are listed; the hit share may differ from the screen's.

SMILES	MEX-5 binding	VLA-4 inh	Efflux pump inh	MCL1 BIM primary	Fam108B inh	GRK2 aptamer HTS	Bcl-xL primary	PME-1 inh	GLD-1 RNA inh
COc1ccc(C2NC(=O)c3n[nH]c(C)c32)c(OC)c1 (stereo not given)	-0.2	-18	0.2	-15	2	12	-2	4	2
COc1cccc(C(=O)N(Cc2ccco2)c2c(N)n(Cc3ccccc3)c(=O)[nH]c2=O)c1	.	2	0.1	-23	.	0	-12	2	-1
CN(Cc1ccsc1)C(=O)Cn1cc(Br)ccc1=O	1.8	3	0.2	1	6	0	3	-8	3
Cc1cccc(-c2noc(CCC(=O)NCCc3ccccc3)n2)c1	-2.8	0	0.0	8	-4	0	10	-1	-4
COc1cccc(C(=O)C2CCCN(Cc3cn(C)nc3-c3ccccc3)C2)c1 (stereo not given)	-0.3	7	-0.1	4	1	0	2	0	-1
CC1CCC2(CC1)NC(=O)N(CC(=O)c1cccn1C)C2=O (stereo not given)	-2.2	0	-0.1	6	-3	2	5	2	10
COc1ccc(-c2sc3cc4c(cc3c2C#CCO)OCO4)cc1	.	9	-0.2	6	.	2	10	3	1
CC(C)(C)C(=O)NC(=S)Nc1ccccc1C(=O)Nc1ccccc1	1.8	15	-0.1	13	-4	0	6	-1	-2
Cc1cccc(C)c1N1CCN(CCn2c(=S)[nH]c3ccccc3c2=O)CC1	1.5	-1	0.1	.	.	2	.	.	.
CC12CCC(C(=O)Nc3nccs3)(OC1=O)C2(C)C (stereo not given)	-2.4	-1	0.2	0	0	0	1	-2	6
CCCc1c2ccccc2nc2ccccc12	0.9	5	0.0	26	-4	1	2	-6	2
COc1cccc2sc3ccc(C#CC4(N)CCCCC4)cc3c(=O)c12	1.3	10	0.0	3	2	0	2	0	-4
N#Cc1c(-c2ccccc2)cc(-c2ccc(O)cc2)nc1N	-2.6	6	0.2	-9	-3	0	-3	3	-2
Cc1ccc(NC(=O)COC(=O)CCn2c(C)csc2=O)c([N+](=O)[O-])c1	-0.6	2	0.0	1	-1	0	-2	6	10
NC(=O)CN1CCN(S(=O)(=O)c2ccc(Br)cc2)CC1	-0.1	3	0.0	1	7	15	14	-6	-2
COc1ccc(OCC(=O)Nc2ccccc2C(=O)NC(C)C)cc1	3.0	1	0.0	6	-1	2	5	-41	5
O=C1c2cccc3cccc(c23)C(=O)N1Cc1ccccc1	-0.2	14	0.6	-1	-2	0	2	-3	2
C=CCc1cccc(CNc2nc3ccccc3n2C)c1O	0.7	2	0.0	9	2	0	0	3	4
Cc1cccc(NC(=O)C(c2ccccc2Cl)N2CCOCC2)c1 (stereo not given)	0.5	4	-0.2	-5	1	0	1	4	5
O=C1NC(=O)/C(=C\c2ccc(Cl)nc2)S1	-1.7	9	-0.2	0	-1	0	2	-8	-6

Reformatted in markdown: entries from further up.
| SMILES | MEX-5 binding | VLA-4 inh | Efflux pump inh | MCL1 BIM primary | Fam108B inh | GRK2 aptamer HTS | Bcl-xL primary | PME-1 inh | GLD-1 RNA inh |
| --- | --- | --- | --- | --- | --- | --- | --- | --- | --- |
| CC12CCC(C(=O)Nc3nccs3)(OC1=O)C2(C)C (stereo not given) | -2.4 | -1 | 0.2 | 0 | 0 | 0 | 1 | -2 | 6 |
| CCCc1c2ccccc2nc2ccccc12 | 0.9 | 5 | 0.0 | 26 | -4 | 1 | 2 | -6 | 2 |
| COc1cccc2sc3ccc(C#CC4(N)CCCCC4)cc3c(=O)c12 | 1.3 | 10 | 0.0 | 3 | 2 | 0 | 2 | 0 | -4 |
| N#Cc1c(-c2ccccc2)cc(-c2ccc(O)cc2)nc1N | -2.6 | 6 | 0.2 | -9 | -3 | 0 | -3 | 3 | -2 |
| Cc1ccc(NC(=O)COC(=O)CCn2c(C)csc2=O)c([N+](=O)[O-])c1 | -0.6 | 2 | 0.0 | 1 | -1 | 0 | -2 | 6 | 10 |
| NC(=O)CN1CCN(S(=O)(=O)c2ccc(Br)cc2)CC1 | -0.1 | 3 | 0.0 | 1 | 7 | 15 | 14 | -6 | -2 |
| COc1ccc(OCC(=O)Nc2ccccc2C(=O)NC(C)C)cc1 | 3.0 | 1 | 0.0 | 6 | -1 | 2 | 5 | -41 | 5 |
| O=C1c2cccc3cccc(c23)C(=O)N1Cc1ccccc1 | -0.2 | 14 | 0.6 | -1 | -2 | 0 | 2 | -3 | 2 |
| C=CCc1cccc(CNc2nc3ccccc3n2C)c1O | 0.7 | 2 | 0.0 | 9 | 2 | 0 | 0 | 3 | 4 |
| Cc1cccc(NC(=O)C(c2ccccc2Cl)N2CCOCC2)c1 (stereo not given) | 0.5 | 4 | -0.2 | -5 | 1 | 0 | 1 | 4 | 5 |

The list continues:
SMILES	MEX-5 binding	VLA-4 inh	Efflux pump inh	MCL1 BIM primary	Fam108B inh	GRK2 aptamer HTS	Bcl-xL primary	PME-1 inh	GLD-1 RNA inh
O=C(NCc1ccccc1)C1(c2ccccc2)CCN(S(=O)(=O)c2ccccc2)CC1	1.6	8	-0.1	1	-1	1	1	7	4
CC1(c2ccc(OCC(N)=O)cc2)NC(=O)NC1=O (stereo not given)	-0.7	2	0.2	-12	-7	2	-7	-4	-6
COc1cc(/C=C(/C#N)C(=O)Nc2ccccc2)c(Br)cc1OCc1ccc(C(=O)O)cc1	4.6	5	-0.1	1	-12	0	6	-7	-2
O=C(NCCN1CCOCC1)/C(=C/c1ccc(Cl)cc1)NC(=O)c1ccccc1	-1.2	10	-0.2	0	1	0	1	-5	8
O=C(NCC1CCCO1)c1cncc(Br)c1 (stereo not given)	-1.6	11	0.1	-1	6	1	-4	-4	-1
CN(CCO)c1cc(N2CCC3(CC2)OCCO3)c2nonc2c1[N+](=O)[O-]	2.1	34	0.2	-7	1	3	-3	6	-7
CCOc1ccc(NC(=O)C2CCCN2C(=O)Oc2ccccc2)cc1 (stereo not given)	1.0	-3	0.0	-22	3	0	-8	-1	7
CCC(Sc1nc(N)c(NC(=O)c2ccc(Br)o2)c(=O)[nH]1)C(=O)O (stereo not given)	4.0	-4	0.1	7	1	0	5	4	4
Cc1nc2ccccc2nc(=O)c1NNc1ccc([N+](=O)[O-])cc1	-5.6	-22	-0.1	-16	5	3	-9	6	0
Cc1nc(C/C(=N\N)c2ccc(O)cc2O)cs1	2.5	7	-0.1	-5	-1	0	0	6	-15
CC(C)Oc1ccc(C2CC(=O)N(c3ccc(C(=O)O)cc3)C2=O)cc1 (stereo not given)	-0.2	3	0.1	2	1	0	3	0	3
Cc1cc(Nc2ccc(Br)cc2)nc2ccccc12	0.1	19	0.0	-1	-2	0	9	4	6
COc1ccc(C)cc1NC(=O)C1CCCCC1C(=O)O (stereo not given)	1.5	-1	0.1	-2	0	2	1	0	-4
COc1ccc(C2CC(c3ccc4ccccc4c3)=NN2C(=O)CN2CCC(C(N)=O)CC2)cc1 (stereo not given)	-0.4	-4	0.1	-15	1	0	-7	6	3
CC(C)(C)c1ccc(C(=O)Nn2c(CCC(=O)O)ccc2-c2cccs2)cc1	0.9	-2	0.5	10	-2	2	6	1	-7
COC(=O)c1ccc(N2C(=O)C3CC(C)=C(C)CC3C2=O)cc1 (stereo not given)	0.9	2	-0.1	8	3	1	6	0	-3
CC12CCC(C(=O)N3CCC(Cc4ccccc4)CC3)(C(=O)C1=O)C2(C)C (stereo not given)	-3.1	5	0.0	7	-2	9	6	-2	1
CN(C)CCCn1c2c(c(SCC(=O)Nc3nccs3)nc1=O)CCC2	3.5	15	0.2	8	6	4	9	7	7
N/C(=N\OC(=O)c1cccc(Cn2cc(C(F)(F)F)ccc2=O)c1)c1ccc(Cl)cc1	0.4	-6	0.1	2	-9	0	-1	-15	7
CC(C)[C@H](NC(=O)c1ccccc1)C(=O)OCC(=O)N1CCN(C(=O)c2ccco2)CC1	-1.0	30	0.0	5	7	0	0	-1	7
COc1cccc(NC(=O)C2CCN(S(=O)(=O)c3ccccc3)CC2)c1	-1.5	2	0.1	7	0	0	4	4	4
CCOc1ccc(NC2=CC(=O)CCC2)cc1	0.9	4	0.2	-4	-2	0	-3	-7	-1
CCN(CC)S(=O)(=O)c1cccc(NC(=O)c2cncc(Br)c2)c1	1.1	1	-0.1	3	3	0	1	12	-1
Cc1ccc(Cn2c(-c3nonc3N)nc3ccccc32)cc1	-0.8	15	-0.1	2	5	3	5	4	1
CC(OCC(O)CN(C)Cc1nc2ccccc2c(=O)[nH]1)c1ccc(Cl)cc1 (stereo not given)	-3.5	-4	-0.1	1	3	0	2	6	5
CCOC(=O)C1=C(c2ccccc2)NC(SCC(N)=O)=C(C#N)C1c1cccnc1 (stereo not given)	-1.0	8	0.0	0	2	1	2	2	-2
Cc1ccc(S(=O)(=O)N2CCCSCC2)cc1	3.1	2	-0.1	-2	-4	0	-2	-5	-3
COC(=O)CSc1nnc(-c2ccc(S(=O)(=O)NCc3cccs3)cc2)o1	-1.5	23	0.0	-3	-6	1	1	-2	-22
Cc1cccn2c(=O)c(/C=C(\C#N)S(=O)(=O)c3ccccc3)c(N3CCN(C)CC3)nc12	-7.0	-6	0.2	11	0	0	12	-1	7
CCSC1=NCCN1S(=O)(=O)c1ccc(NC(C)=O)cc1	0.3	3	0.0	6	-3	2	-5	-8	-4
CCn1c(SCC(=O)Nc2cc(C)on2)nnc1-c1ccncc1	-1.0	-11	0.2	-10	-1	0	-7	6	-12
O=C(CN(C(=O)CCC(=O)Nc1ccccn1)c1ccc2c(c1)OCO2)NCc1ccco1	-0.4	4	-0.1	4	12	2	1	0	6
O=C1c2cccc3cccc(c23)C(=O)N1CCCc1n[nH]c(=S)n1-c1ccccc1	.	-9	0.0	3	4	0	6	7	2
O=C(CN1C(=O)NC2(CCCC2)C1=O)NCCc1ccc(F)cc1	.	-3	0.1	.	.	0	.	.	0
Nc1ccc(C(=O)Nc2ccc3nc(-c4cccnc4)[nH]c3c2)cc1	1.8	-29	-0.5	-2	0	3	1	-6	1
Cn1c(N)c(C(=O)CSc2nnc(C3CC3)n2N)c(=O)n(C)c1=O	.	-5	-0.1	3	.	1	3	-3	1
Cn1c(=O)c2cc(S(=O)(=O)NCCC(=O)Nc3ccc(Cl)cc3)ccc2n(C)c1=O	-1.3	-13	-0.6	8	4	0	6	-5	-1
Cc1cc(C(=O)NN=Cc2ccc(-c3ccc(F)cc3)o2)c(C)o1	.	8	0.6	.	.	1	.	.	2
CNC(=S)N/N=C/c1ccco1	2.2	3	0.0	19	-5	0	15	-1	12
CC(C)n1c(SC2CCOC2=O)nc2ccccc21 (stereo not given)	0.3	2	0.0	0	0	4	4	0	3
CCc1nc(OCc2ccco2)c2sc3nc4c(cc3c2n1)COC(C)(C)C4	-3.1	-1	-0.1	7	-3	3	5	2	6
O=C(Nc1ccccc1N1CCCCC1)C1CCN(C(=O)c2ccc(Cl)cc2)CC1	0.2	26	0.1	-10	1	0	-6	1	-2
O=C(NNC(=O)c1cccs1)c1ccncc1	1.7	1	-0.1	7	2	1	1	-1	0
Cc1cc(S(=O)(=O)NCCc2ccccc2)ccc1-n1cnnn1	1.1	-5	-0.2	6	3	0	6	3	0
CCOC(=O)C1=C(COC(=O)/C=C/c2cccc(Cl)c2)NC(=O)NC1C (stereo not given)	-2.7	-8	0.0	0	-1	0	4	1	-1
